Assay outcomes: PubChem, National Center for Advancing Translational Sciences (NCATS)
BCR signal inh = qHTS Assay to Find Inhibitors of Chronic Active B-Cell Receptor Signaling. ABC-DLBCL IkBa-CBG/CBR reporter, luminescence ratio, 4 h. Potency, µM (doses to about 46.1 µM), for the others: at the highest dose ratio change, negative = lower green/red ratio, hits mostly inhibitors. actives 0.05% (n = 340,000). AID 493014, 2011; active means well fitted inhibition curve with a large enough effect in the signal ratio, with a control signal flat, not every such curve was filed as active; inconclusive means small, poorly fitted or top-dose-only effect, or effect the other way, or a change in a side signal; the % refers to the signal ratio;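 further: potency means the concentration at half of the fitted maximal effect; plate controls were basal doxycycline-induced cells for no effect and cells given 10 µM MG132 for full effect; MG132 reads +100%, hits lower the ratio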
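TMD8 human ABC-DLBCL cells with doxycycline-inducible IκBα–green luciferase fusion and unfused red luciferase, in 0.5% FBS medium; compounds up to 46 uM, 4 h at 37C. Green/red luminescence ratio, filter-overlap corrected, fitted to concentration-response curves.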
uPA generation = qHTS for Inhibitors of Cell Surface uPA Generation | cell surface uPA generation assay, qHTS | Potency, µM (series often up to 38.3 µM), for the others: top-dose activity change, negative = inhibition, usual class: inhibitors | actives 0.31% (n = 330,000); active means well fitted inhibition curve with a large enough effect; inconclusive means small, poorly fitted or top-dose-only effect; inactive means no such curve, though single readings can be large or run the other way; tested in mouse RAW 264.7 cells; further: potency means the concentration at half of the fitted maximal effect; on the % scale 0 is the no-effect control and ±100 the full control effect; nearly all actives have a fitted effect of over 55% in size
B2AR arrestin = qHTS assay of beta-arrestin-biased ligands of beta2-adrenergic receptor; Potency, µM (series often up to 46.1 µM), without a hit: top-dose activation, hits mostly activators; beta-arrestin recruitment to beta2AR, cell-based reporter; Beta-2 adrenergic receptor (Homo sapiens), P07550; actives 0.02% (n = 330,000); AID 492947, 2010;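 further: potency means the concentration at half of the fitted maximal effect; 0% = DMSO controls and full agonism = EC100 isoproterenol or metaproterenol; nearly all actives have a fitted effect of over 65% in size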
Target sequence (P07550 whole entry, looked up): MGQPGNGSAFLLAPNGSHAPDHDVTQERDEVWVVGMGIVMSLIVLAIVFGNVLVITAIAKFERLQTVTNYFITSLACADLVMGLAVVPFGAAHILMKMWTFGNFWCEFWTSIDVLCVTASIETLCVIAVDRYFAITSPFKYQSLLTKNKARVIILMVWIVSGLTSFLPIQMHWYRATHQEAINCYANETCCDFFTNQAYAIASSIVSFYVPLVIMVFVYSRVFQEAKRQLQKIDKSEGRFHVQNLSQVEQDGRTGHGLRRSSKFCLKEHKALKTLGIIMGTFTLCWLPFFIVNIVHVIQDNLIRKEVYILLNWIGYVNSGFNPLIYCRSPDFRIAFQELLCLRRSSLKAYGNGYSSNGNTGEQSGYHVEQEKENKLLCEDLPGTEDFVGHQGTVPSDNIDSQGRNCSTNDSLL
Tb PFK block = qHTS Assay to Find Inhibitors of T. brucei phosphofructokinase; Potency, µM (highest dose often 57.5 µM), for the others: at the top dose activity, negative = inhibition, actives largely listed as inhibitors; AID 485367, 2010; T. brucei PFK, ADP-Glo luminescence; actives 0.17% (n = 330,000); ATP-dependent 6-phosphofructokinase (Trypanosoma brucei brucei), O15648;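 further: potency means the concentration at half of the fitted maximal effect; 0% = uninhibited 1x PFK enzyme wells and -100% = no-enzyme wells; nearly all actives have a fitted effect of over 60% in size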
Target sequence (O15648 whole entry, looked up): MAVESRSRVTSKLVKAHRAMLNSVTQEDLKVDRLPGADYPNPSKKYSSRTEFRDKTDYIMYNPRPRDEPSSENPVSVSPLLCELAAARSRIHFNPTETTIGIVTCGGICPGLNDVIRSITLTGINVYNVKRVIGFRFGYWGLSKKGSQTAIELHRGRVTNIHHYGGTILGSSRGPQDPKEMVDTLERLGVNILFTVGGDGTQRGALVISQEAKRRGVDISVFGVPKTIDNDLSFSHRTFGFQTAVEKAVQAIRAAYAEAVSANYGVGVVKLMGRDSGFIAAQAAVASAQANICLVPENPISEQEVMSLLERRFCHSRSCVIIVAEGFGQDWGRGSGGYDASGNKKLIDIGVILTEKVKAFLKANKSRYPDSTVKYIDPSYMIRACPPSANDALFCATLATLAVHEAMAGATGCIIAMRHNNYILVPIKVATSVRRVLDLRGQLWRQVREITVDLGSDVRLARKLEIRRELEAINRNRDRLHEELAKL
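Compounds were pin-transferred as a titration series up to 57 uM into substrate buffer (0.5 mM F6P, 0.1 mM ATP, pH 8.0), then 1.25 nM PFK was added and reactions ran 45 min before ADP-Glo detection.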
TCR activator = Activators of T cell receptors: qHTS campaign; primary human leukocytes, anti-CD3, IL-2 HTRF, 48 h; Potency, µM (top dose mostly 9.22 µM), inactives show at the highest dose activation of IL-2 secretion, actives largely listed as activators; 330,000 tested, under 10 active; further: % of control where 0% means no effect
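Primary human leukocytes receive a-CD3 beads and test compound and are incubated 48 hr. Secreted IL-2 is then assayed by HTRF, measuring 665nm acceptor emission after 320nm excitation of the europium donor.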
TSHR antagonist = Antagonists of the Thyroid Stimulating Hormone Receptor: HTS campaign; Thyrotropin receptor (Homo sapiens), P16473; TSHR-expressing cells, TSH-stimulated cAMP HTRF, 2 h; hits give low values; activity change, negative = inhibition, % at 11.5 µM; actives 0.2% (n = 330,000);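 active means activity change below a set negative limit, meaning inhibition stronger than a set level, cut at about -70% in these data; inconclusive means activity change between two set negative limits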; further: on the % scale 0 is the no-effect control and ±100 the full control effect
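Antagonism was scored as loss of TSH-driven cAMP in TSHR cells, stimulated with 4nM TSH (EC80) for 2 hours at 37 deg C and detected by homogeneous HTRF competition immunoassay.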
ELG1 DNA repair = qHTS screen for small molecules that inhibit ELG1-dependent DNA repair in human embryonic kidney (HEK293T) cells expressing luciferase-tagged ELG1. HEK293T ELG1-luciferase reporter, luminescence, 16 h; DNA damage induced by 5-fluorouridine. Potency, µM (series often up to 46.1 µM), without a hit: at the top dose activity change, negative = inhibition, actives largely listed as inhibitors. actives 2.3% (n = 330,000); further: potency means the concentration at half of the fitted maximal effect; on the % scale 0 is the no-effect control and ±100 the full control effect; nearly all actives have a fitted effect of over 55% in size
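Overnight (16 hr) co-exposure of 2,000 cells/well to 5-fluorouridine and compound at 37 °C preceded detection. Luciferase was quantified via ONE-Glo luminescence; loss of signal denotes inhibition.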
USP2a inh = qHTS Assay for Inhibitors of Ubiquitin-specific Protease USP2a Using CHOP2 as the Reporter; Ubiquitin carboxyl-terminal hydrolase 2 (Homo sapiens), O75604; USP2 core, Ub-CHOP2 coupled fluorogenic reporter, 485/531; Potency, µM (titrated, usually from 38.3 µM), for the others: at the highest dose activity change, negative = inhibition, actives largely listed as inhibitors; actives 0.01% (n = 330,000); AID 463254, 2010;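 further: potency means the concentration at half of the fitted maximal effect; plate controls were DMSO wells for no effect and full inhibition by NEM control for full effect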
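USP2 core (10nM final) preincubated 30min RT with compound in 20mM Tris-HCl pH 8.0, 2mM CaCl2, 2mM beta-mercaptoethanol, 0.05% CHAPS; 25nM Ub-CHOP2 plus 25nM reporter substrate added, fluorescence (Ex485/Em531) read after 60min.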
Eya2 inh = qHTS Assay for Inhibitors of the Phosphatase Activity of Eya2 | actives 0.006% (n = 330,000) | Protein phosphatase EYA2 (Homo sapiens), O00167 | recombinant Eya2, OMFP fluorescence dephosphorylation (OMFP is methylfluorescein phosphate) | Potency, µM (titrated, usually from 76.9 µM), inactives show at the highest dose activity, negative = inhibition, usual class: inhibitors | AID 488837, 2010; further: potency means the concentration at half of the fitted maximal effect; on the % scale 0 is the no-effect control and ±100 the full control effect
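Eya2 (0.2 uM) preincubated 10 min at ambient with compound, then OMFP substrate added at 50 uM; 10 min reaction in 50 mM HEPES pH 7.5, 50 mM NaCl, 5 uM MgCl2, 0.05% BSA, 1 mM DTT. Fluorescence read at Ex 485/Em 525 nm.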
PTAP TSG101 blk = qHTS Assay for Iinhibitors of HIV-1 Budding by Blocking the Interaction of PTAP/TSG101; Potency, µM (series often up to 115 µM), for the others: top-dose activity change, negative = inhibition, usual class: inhibitors; 340,000 tested, under 10 active; Fluorescence polarization, FITC-PTAP peptide / Tsg101 binding; Tumor susceptibility gene 101 protein (Homo sapiens), Q99816; active means well fitted inhibition curve with a large enough effect in the main read-out, with a control signal flat, not every such curve was filed as active; inconclusive means small, poorly fitted or top-dose-only effect, or effect the other way, or a change in a side signal; inactive means no such curve, though single readings can be large or run the other way; further: potency means the concentration at half of the fitted maximal effect; % of control where 0% means no effect
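FP read-out: FITC-PTAP peptide, 50 nM final, binding Tsg101 binding domain, 10 uM final; 20 min, r.t.; 10 mM HEPES pH 7.5, 0.15 M NaCl, 0.01% Tween 20, 3 mM EDTA, 0.1 mM TCEP.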
Mito fusion yeast = qHTS Assay for Small Molecule Inhibitors of Mitochondrial Division or Activators of Mitochondrial Fusion; actives 0.23% (n = 320,000); Potency, µM (doses to about 46.1 µM), for inactives: at the top dose growth rescue (activation), actives largely listed as activators; S. cerevisiae fusion-defective mutant growth rescue, CellTiterGlo 48 h;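 further: potency means the concentration at half of the fitted maximal effect; % of control where 0% means no effect; nearly all actives have a fitted effect of over 45% in size; temperature-sensitive fusion mutants such as fzo1-1 at 37 °C on non-fermentable ethanol glycerol medium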
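Compounds are tested for their ability to restore growth of mitochondrial fusion-defective yeast strains at non-permissive 37C in YPEG medium over 48 hours. Viability is quantified by luciferase luminescence.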
Numbers without * were called inactive; ? = inconclusive; · = not tested or not shown; [ ] = dose if it differs, or a comment. Unless noted, the call rests on the fitted dose curve; in most records, active means well fitted curve in the direction sought with a large enough effect; inconclusive means small, poorly fitted or top-dose-only effect, or another doubt; inactive means no such curve, though single readings can be large; an effect the other way counts as inactive or inconclusive.

SMILES	BCR signal inh	uPA generation	B2AR arrestin	Tb PFK block	TCR activator	TSHR antagonist	ELG1 DNA repair	USP2a inh	Eya2 inh	PTAP TSG101 blk	Mito fusion yeast
Cc1ccc(N(C)C(=O)c2ccc(CNc3c(N4CCC(C)CC4)c(=O)c3=O)cc2)cc1	9%	0%	-1.0%	2%	1%	15	-16%	1%	3%	1%	-4%
Cc1cc(C)cc(NC(=O)CCOc2ccccc2)c1	0%	-17%	0.2%	2%	-1%	-3	-3%	2%	-6%	0%	-16%
CCOCCCNC(=O)Cn1cnc2sc(C)c(S(=O)(=O)N3CCN(c4ncccn4)CC3)c2c1=O	-3%	1%	0.1%	-12%	-6%	4	0%	-7%	-2%	-6%	3%
O=C(N/N=C\c1ccc([N+](=O)[O-])o1)C1COc2ccccc2O1 (configuration not stated)	0%	-12%	-0.9%	?	4%	10	1%	-16%	-5%	-2%	7%
CCOC(=O)c1sc(NC(=O)Nc2cccc(Cl)c2)cc1C	?	?	-0.5%	0%	-13%[46.1 µM]	-25	?	3%	-4%	-1%	5%
COc1ccccc1NC(=O)CCN1C(=O)c2ccccc2C1=O	-1%	-3%	-0.8%	-4%	0%	2	11%	1%	9%	1%	2%
CN(Cc1cccc(F)c1)C(=O)CSc1nnnn1C1CC1	-8%	1%	3.4%	-10%	5%	-6	27%	-4%	-18%	-7%	1%
Cc1ccc2nc(-c3ccccc3)cc(C(=O)O)c2c1	?	·	-0.4%	-11%	-3%	13	?	0%	-3%	-1%	5%
CCOC(=O)Cc1csc(NC(=O)COc2cccc(C)c2)n1	?	-3%	-0.3%	-1%	-3%	1	-6%	1%	5%	-4%	5%
COc1ccc(N(C(=O)C(C)C)S(=O)(=O)c2ccc3ccccc3c2)cc1	0%	1.8µM*	0.1%	-1%	2%	19	-1%	-1%	-7%	0%	-10%
CC(=O)Oc1ccc(-c2csc(Nc3cccc(C)n3)n2)cc1	?	-5%	0.3%	0%	·	5	?	0%	?	-2%	5%
COc1ccc(OC)c(NC(=O)c2cccnc2Sc2cc(C)ccc2C)c1	?	-8%	-0.7%	-9%	-2%[46.1 µM]	7	?	-2%	-9%	-6%	23%
COc1ccc(OC)c(-c2csc(NC(=O)Cc3cc(OC)c(OC)c(OC)c3)n2)c1	0%	4%	-0.4%	1%	-5%	-10	?	4%	7%	-1%	-6%
O=C(CNC(=O)c1ccccc1F)NCCc1ccc(Cl)cc1Cl	4%	2%	0.2%	-2%	3%	-3	9%	1%	4%	-2%	10%
Cc1ccc(NC(=O)C2CCN(C(=O)OC(C)(C)C)CC2)cc1S(=O)(=O)N1CCCCC1	-4%	-24%	-3.0%	-7%	-1%	-20	?	-5%	-7%	-10%	1%
O=C(Nc1ccc(-c2csnn2)cc1)C(Cl)(Cl)Cl	?	-2%	-0.4%	-2%	1%	-5	1%	-1%	9%	0%	-3%
O=C(c1cc([N+](=O)[O-])ccc1N1CCOCC1)N1CCN(c2ccc([N+](=O)[O-])cc2)CC1	8%	-9%	0.3%	-7%	3%	12	9%	0%	-15%	0%	-2%
Cc1ccc(Cn2nnc3c(=O)[nH]c(C4CCN(S(=O)(=O)c5ccc(F)cc5)CC4)nc32)cc1	?	·	1.8%	-1%	10%[46.1 µM]	-11	?	-6%	-28%	-8%	2%
CCN(CC)S(=O)(=O)c1ccc(Cl)c(NC(=O)COC(=O)c2ccc(O)cc2)c1	?	-9%	0.3%	-3%	-19%	-20	?	-4%	-9%	-7%	-6%
CSc1ccccc1C(=O)NC1CCCC1	-18%	2%	0.1%	1%	·	42	-1%	0%	23%	·	-4%
Cc1cc(Cl)ccc1OCC(=O)N/N=C/c1ccncc1	-15%	-1%	-1.3%	-16%	-5%	1	-4%	1%	18%	-3%	12%
CCc1ccc(C(=O)Nc2ccc3nc(C)ccc3c2)cc1	-14%	-5%	0.3%	-3%	2%	-8	?	4%	-23%	-6%	1%
NS(=O)(=O)c1ccc(N/C=C\C(=O)c2cccc3ccccc23)cc1	?	6%	3.6%	1%	-1%[46.1 µM]	2	?	1%	-9%	-6%	-4%
COC(=O)NCc1ccc(CNC(=O)OC)cc1	0%	5%	-0.8%	-7%	4%	17	17%	-1%	-5%	-4%	-3%
Cc1onc(-c2ccccc2)c1C(=O)Nc1ccc2c(c1)OCCO2	0%	-2%	-0.2%	-7%	-10%	-2	-3%	-2%	-1%	-3%	1%

(list continues)
SMILES	BCR signal inh	uPA generation	B2AR arrestin	Tb PFK block	TCR activator	TSHR antagonist	ELG1 DNA repair	USP2a inh	Eya2 inh	PTAP TSG101 blk	Mito fusion yeast
COc1ccccc1NC(=O)c1ccc(NC(=O)c2ccc(=O)[nH]c2)cc1	5%	6%	0.1%	2%	-1%	2	-3%	2%	-2%	1%	0%
COc1ccc(C(OC(=O)c2ccco2)C(=O)NCC2CCCO2)cc1 (configuration not stated)	-1%	1%	-0.5%	-1%	1%	8	-2%	3%	-21%	-5%	-4%
CCOc1ccc(NC(=S)N(CCOC)C(C)c2cccnc2)cc1 (configuration not stated)	0%	1%	-0.2%	1%	-3%	3	-4%	0%	7%	-2%	0%
O=C(CN1C(=O)C2CCCCC2C1=O)N1CCN(c2ncccn2)CC1 (configuration not stated)	-1%	1%	-0.1%	-2%	-1%	0	0%	2%	4%	-13%	-2%
O=C(NCc1ccccc1)c1cccc(NS(=O)(=O)c2cccc3cccnc23)c1	0%	-1%	-1.4%	-1%	9%[46.1 µM]	36	-2%	1%	2%	-11%	0%
CCCC(C(=O)O)N1C(=O)/C(=C/c2cccn2C)SC1=S (configuration not stated)	?	1%	-0.7%	6%	5%[46.1 µM]	-9	8%	25%	12%	?	-30%
O=C(CN(Cc1ccccc1)S(=O)(=O)c1ccc(F)cc1)NCCC1=CCCCC1	2%	3%	0.2%	9%	0%	-17	-8%	-10%	2%	-5%	4%
COc1ccccc1CNC(=O)CCS(=O)(=O)c1ccc2c(c1)CC(C)N2C(=O)C1CC1 (configuration not stated)	1%	-9%	-0.1%	2%	-1%	-5	0%	0%	0%	-1%	2%
COc1cc(OC)cc(C(=O)Nc2ccc(N(C)C)c3ccccc23)c1	?	3%	6.7%	-2%	2%	-3	-11%	4%	5%	-2%	-7%
COc1ccc(N2CC(NC(=O)NC(C)(C)C)CC2=O)cc1 (configuration not stated)	2%	4%	-0.5%	11%	0%[46.1 µM]	2	2%	2%	3%	-2%	-1%
O=C(COc1ccc(Cl)cc1Cl)Nc1ccc(-c2ccc(N3CCOCC3)nn2)cc1	6%	-11%	-0.1%	1%	-3%	-10	25%	-1%	0%	-7%	3%
COCCNC(=O)CCc1c(C)nc2c(c(C)nn2-c2ccc(C)cc2)c1C	2%	6%	-1.0%	2%	-2%	-3	1%	4%	-4%	1%	11%
Cc1c(Cl)cnc(NC(=O)COC(=O)C(NC(=O)c2ccco2)C(C)C)c1Cl (configuration not stated)	2%	1%	-1.3%	1%	-2%	1	-12%	0%	-5%	-8%	-1%
O=C1CC(N2CCN(c3ccc(O)cc3)CC2)C(=O)N1c1ccc2c(c1)OCO2 (configuration not stated)	3%	-1%	-0.1%	-12%	-7%	17	4%	4%	-3%	-4%	-9%
CCCCN(C(=O)C1=NN(c2ccccc2)C(=O)CC1)c1c(N)n(CCC)c(=O)[nH]c1=O	2%	6%	-0.2%	6%	0%	·	-4%	5%	-17%	3%	·
CCCCSc1nnc(-c2cc3c(C(F)(F)F)nn(C)c3s2)n1C	-1%	7%	-0.4%	-2%	5%	46	-11%	0%	-3%	-10%	2%
Cc1cccc(CCNS(=O)(=O)c2cc3c(cc2C)NC(=O)CO3)c1	-8%	4%	-0.5%	-1%	-9%	8	-21%	1%	-15%	-3%	-2%
